Screening data deposited in PubChem BioAssay by National Center for Advancing Translational Sciences (NCATS).
KDM5B inhibitor = blocks human KDM5B histone demethylase activity. KDM5B demethylase, FDH-coupled NADH fluorescence (FDH is formaldehyde dehydrogenase). Potency, µM (doses to about 57.7 µM), inactives show at the top dose activity change, negative = inhibition, hits mostly inhibitors. 2.6% of 220,000 active. AID 1347165; active means well fitted inhibition curve with a large enough effect; inconclusive means small, poorly fitted or top-dose-only effect; inactive means no such curve, though single readings can be large or run the other way; further: 0% is about no effect; nearly all actives have a fitted effect of over 70% in size
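Inhibition is measured as reduced NADH fluorescence generation from FDH coupling to formaldehyde release. Truncated KDM5BΔAP at 200 nM final acts on H3K4me3 peptide (12.5 µM in substrate mix) in pH 7.5 HEPES buffer with Tween-20, 30 min, room temperature.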
* = called active by the depositor; i = inactive; ? = inconclusive; & = joins results of further samples; [ ] = dose if it differs, or a comment. Potency means the concentration at half of the fitted maximal effect. These rows are one share of the data. The share of hits here may be higher or lower than overall.

| SMILES | KDM5B inhibitor |
| --- | --- |
| O=C(CC(NC(=O)c1ccccc1)c1ccccc1)NC12CC3CC(CC(C3)C1)C2 (stereo not given) | 27.5% |
| Cc1nn(C(C)C(=O)NC2CCCCC2)c(=O)c2c1sc1ccccc12 (stereo not given) | -6.3% |
| O=S(=O)(N[C@H]1CO[C@H]2[C@@H]1OC[C@@H]2n1nnnc1Oc1ccc(-n2cncn2)cc1)c1cccs1 | 17.8µM* |
| CCCn1cc2c3c(cccc31)CN(C(=O)c1ccccc1OC)CC2 | ? |
| Cc1cc(NC(=O)CSc2nnc(C)o2)no1 | 18.4% |
| O=C(c1ccccc1OCC1CCCNC1)N1CCOCC1 (stereo not given) | -8.1% |
| Cc1noc(C)c1CN1CCN(C(=O)c2cn(C)nc2-c2ccc3c(c2)OCCCO3)CC1 | 17.9% |
| Cc1cc(C)c(NC(=O)CSc2ncc3c(n2)-c2cc(Cl)ccc2N(C)S3(=O)=O)c(C)c1 | 7.6% |
| Cc1noc(-c2cn(C3CCN(C(=O)c4ccc(F)cc4)C3)nn2)n1 (stereo not given) | 4.9% |
| COc1ccc(-c2cc(N3CCC(NC(=O)c4ccc(OC)cc4C)C3)n[nH]2)cc1 (stereo not given) | ? |
| CC(C)c1cc(O)c(-c2ccccc2)c(=O)n1-c1ccc(Cl)cc1 | -19.1% |
| CC(C)CC(NC(c1ccccc1)(c1ccccc1)c1ccccc1)C(=O)O (stereo not given) | -3.5% |
| Cc1ccc(-c2nc(CS(=O)(=O)Cc3cccc(F)c3)co2)cc1 | 6.1% |
| O=C(CN1CCN(S(=O)(=O)c2ccc(Cl)cc2)CC1)NC1CCCC1 | 23.3% |
| Cc1cc(NS(=O)(=O)c2ccc(NC(=O)Cc3ccc([N+](=O)[O-])cc3)cc2)no1 | 11.5% |
| O=C(c1ccc(Cl)cc1)N1CCC(N2CCCCC2=O)CC1 | -8.4%[149 µM] |
| O=C(Nc1ccc(F)c(F)c1)c1cc(-c2ccco2)nc2ccccc12 | ? |
| Cc1ccccc1CNc1ncnc2ccccc12 | 8.7% |
| O=C(N[C@@H]1C[C@H](Cn2cc(C3CC3)nn2)[C@@H](O)[C@H]1O)c1ccc2c(c1)OCO2 | ? |
| CCc1c(C)sc2c1CCN(C(=O)Nc1cc(Cl)c(OC)cc1OC)C2c1ccccc1 (stereo not given) | -28.0% |
| COc1ccc(-c2noc([C@@H]3CCCN3C(=O)C3(c4ccc(OC)cc4)CC3)n2)cc1 | 5.7% |
| CC(Nc1oc(COc2ccccc2)nc1C#N)c1ccccc1 (stereo not given) | -17.8% |
| COc1cccc(C2C=C(c3ccc(C)c(C)c3)Nc3nnnn32)c1OC (stereo not given) | -14.3% |
| CC1=C[C@@H](CN2C(=O)C(C)=C(C)C2=O)[C@H](C(C)C)C[C@H]1Cc1nc2ccc(C)cc2[nH]1 | -29.1%[86.2 µM] |
| COc1cncc([C@@H](NC(=O)c2ccc3c(c2)OCO3)C2CC(O)C2)c1 (stereo not given in full) | -7.1%&-15.5% |
| O=C(NCc1cc2n(n1)CCNC2)C(c1ccccc1)C1CCCC1 (stereo not given) | -13.1% |
| CCOC(=O)c1c(C)[nH]c(C)c1S(=O)(=O)N1CCC(C(=O)Nc2ccccn2)CC1 | -4.9% |
| O=C(Nc1ccnn1C1CCN(C(=O)Cn2cccn2)CC1)C1CCCC1 | -3.7% |
| O=C(Cn1ccn2nc(-c3ccc(F)cc3)c(CO)c2c1=O)Nc1ccc(F)c(Cl)c1 | ? |
| COc1ccccc1CN1CCCn2nc(C)c(-c3cnccc3C)c21 | ? |
| Cn1c(=O)c2c(nc(Sc3ncccn3)n2Cc2ccc(Cl)cc2)n(C)c1=O | 10.9% |
| C(=C\c1ccccc1)/CNC12CC3CC(CC(C3)C1)C2 | 10.6% |
| Cc1ccc(-n2c(SCC(=O)Nc3ccc(C(=O)O)cc3)nnc2-c2ccncc2)cc1 | 6.6% |
| COc1ccc(-c2ccc3nnc(CNC(=O)CNC(=O)c4ccccc4)n3n2)cc1 | 28.2µM* |
| Cc1[nH]c2ccccc2c1C(C(=O)O)N1CCN(Cc2ccccn2)CC1 (stereo not given) | 8.7% |
| COCc1nc(C2CCCN(C(=O)c3ccccc3F)C2)no1 (stereo not given) | -10.9% |
| O=C1CC(C(=O)N2CCN(S(=O)(=O)c3c(Cl)cccc3Cl)CC2)c2ccccc2N1 (stereo not given) | 8.7% |
| CN(Cc1nc(-c2cccs2)no1)CC1(N2CCOCC2)CCCCC1 | 1.8% |
| CN(Cc1ccccc1)c1ccccc1NCC(=O)NC(N)=O | -12.0% |
| COc1cc(F)ccc1CN1CCCC2(Cc3ccccc3CNC2=O)C1 (stereo not given) | 3.8%[115 µM] |
| COc1ccc(Cl)cc1NC(=O)CCC1CCCN(c2nc(C)cc(C)n2)C1 (stereo not given) | ? |
| CCOc1ccc2c(=O)c(Oc3ccccc3OCC)coc2c1 | 7.5% |
| COc1ccccc1-c1nc(=S)c(C(C)=O)c(C)[nH]1 | 3.9% |
| OC12CC3CC(C1)CC(NCc1cccc4ccccc14)(C3)C2 | 29.9% |
| O=S(=O)(c1ccc2c(c1)OCCO2)c1nc(-c2ccccc2F)oc1N1CCOCC1 | ? |
| COCCNC(=O)c1cc(-c2ccccc2)nc2ccc(C)cc12 | ? |
| COc1ccc(NC(=O)c2ccccc2NC(=O)CSc2ncnc3ccccc23)cc1 | 3.9% |
| COc1ccc(CNC(=O)C2CCN(C(=O)N3CCOc4ccc(Cl)cc43)CC2)cc1 | -10.5% |
| CC(=O)N1CCN(c2nc(-c3ccco3)c3c(c2C#N)CC(C)(C)SC3)CC1 | ? |
| COc1ccccc1N(C(=O)c1snc(C(N)=O)c1N)C(C(=O)NC1CCCC1)c1ccc2ncccc2c1 (stereo not given) | ? |
| Cc1ccc(NC(=O)C2CCCN(c3cn[nH]c(=O)c3)C2)cc1C (stereo not given) | -13.3% |
| COc1cc(C(=O)N2C3CCCC2CC(=O)C3)nc2ccccc12 | -14.7%[86.2 µM] |
| Cc1c(C(=O)NCc2cccc(F)c2)oc2c1-c1[nH]ncc1CC2 | ? |
| COc1ccc(-n2c(-c3ccco3)nc3c(cnn3-c3ccccc3C)c2=O)cc1 | 13.8%&9.5%&-24.7% |
| Cc1cc(C)n2nc(CNS(=O)(=O)c3ccc(Cl)cc3)nc2n1 | 4.6% |
| CCc1ccc2nc(-c3ccc(C)o3)cc(C(=O)O)c2c1 | i |
| Cc1cc(C(=O)NCC(=O)N2CCCCCCNC(=O)CC2c2ccccc2)n(C)n1 (stereo not given) | 28.9% |
| COc1ccc(-c2cn3cc(C(=O)N4CCCCC4)nc3c(=O)n2CC2CC2)cc1 | -12.9% |
| COc1ccc(CCNC(=O)c2c(C)noc2-c2cccc(F)c2)cc1 | -11.7% |
| O=C(O)c1c[nH]c2ccc(Br)cc12 | 15.7% |

Next part
| molecule | KDM5B inhibitor |
| --- | --- |
| O=[N+]([O-])c1ccc(Oc2cccc3cccnc23)cc1C(F)(F)F | -0.6% |
| Cc1ccccc1C(=O)NCCSc1c(C)[nH]c2ccccc12 | 21.5% |
| CCOC(=O)N1CCc2c(sc3c2c(=O)n(-c2ccc(CC)cc2)c(=O)n3C)C1 | 1.8% |
| O=C(Nc1nccs1)c1ccc[n+]([O-])c1 | 6.3% |
| Cc1cc(=S)n2ccccc2n1 | -15.1% |
| O=C(Cc1ccsc1)N1CCC(n2cnnc2-c2ccccc2)C1 (stereo not given) | -10.4% |
| COc1ccc(CN(C)CC2CCN(CCc3ccc(F)cc3)CC2)cc1Cn1cccn1 | 9.1% |
| CC(C)c1ccc(CN2C[C@@H]3[C@H](C2)N(Cc2ccccc2)C(=O)C(C)(C)[S+]3(=O)[O-])cc1 | -3.7% |
| Cc1ccc2[nH]c3c(c2c1)CN(C(=O)CN1CCN(C(=O)c2ccco2)CC1)CC3 | ? |
| COc1ccc(C(=O)NCC2CCCCC(=O)N2)cn1 (stereo not given) | 7.0% |
| COCCn1c(SCC(=O)N2CCCC2)nc2c([nH]c3ccccc32)c1=O | 24.1% |
| Cc1ccc(-c2nc(S(=O)(=O)c3ccc(C)cc3)c(SCC(=O)c3ccccc3)o2)cc1 | -20.0% |
| Cc1cc2nc(-c3ccc(OCc4ccccc4C)cc3)cc(C(F)(F)F)n2n1 | -4.7% |
| Cc1cc(C)c(NC(=O)CCc2ncc(-c3ccccc3)o2)c(C)c1 | 10.7% |
| CS(=O)(=O)N1CCOc2ccc(CCC(=O)NCCN3CCOCC3)cc2C1 | 25.0% |
| O=C(O)C1(c2cccc(F)c2)CCCCC1 | 14.6% |
| CC(=O)c1ccc(-n2c(CCC(=O)O)ccc2-c2cccs2)cc1 | ? |
| CCCCn1c(-c2ccc(S(=O)(=O)N3CCOCC3)cc2)csc1=Nc1ccccc1 | ? |
| O=C(NCc1nc(-c2ccc(C(F)(F)F)cc2)no1)Nc1cc(Cl)cc(Cl)c1 | 12.4% |
| Cc1cc2c(cc1C)CSC(c1ccccc1OC(=O)c1ccc(I)cc1)SC2 | 5.4% |
| Cc1noc(C)c1CC(=O)NCCc1noc(C2CC2)n1 | 8.2% |
| Fc1ccc(CNC(=S)Nc2cccc(F)c2)cc1 | 0.9% |
| COCC(=O)N1CC(C(=O)O)C2(CCOCC2)C1 (stereo not given) | -12.4% |
| O=C(C[C@@H]1C[C@H]2O[C@H](CNCc3cnccc3C(F)(F)F)[C@@H](O)[C@H]2O1)N1CCOCC1 | 32.4% |
| C=CCOC(=O)Nc1nc2c(s1)C[C@@H]1[C@](C)(CO)[C@H](O)CC[C@@]1(C)[C@@H]2CC(=O)N1CCCCC1 | -25.2% |
| CC(NC(=O)c1nccnc1N)c1ccccc1 (stereo not given) | ? |
| CN(C)CCNC(=O)c1nc(-c2ccccc2)cc2[nH]ccc12 | i |
| CCOc1ccc(C2Nc3ccccc3-c3nnc(SCc4ccccc4)nc3O2)cc1OC (stereo not given) | -20.8% |
| CC(C)c1noc(-c2cn(C3CCN(C(=O)COc4ccc(F)cc4)C3)nn2)n1 (stereo not given) | 22.0% |
| Cc1cccc(OCCn2c(C)nc3cc(C)c(C)cc32)c1 | 16.4% |
| O=C(Nc1nnc(S(=O)(=O)N2CCCc3ccccc32)s1)c1cccc(F)c1 | -20.0% |
| COc1cc(NC(=O)NC(C)c2c(-n3cccc3)sc3c2CCCC3)cc(OC)c1OC (stereo not given) | ? |
| CCOc1ccc(NC(=O)CSCc2cc(=O)c3cccc(OC)c3[nH]2)cc1 | 5.4% |
| O=C(CCc1c[nH]c2ccccc12)Nc1ccc(Oc2ccccc2)cc1 | -23.6% |
| CCOC(=O)C1CCCN(C(=O)Cn2c(=O)cc(C)c3c(C)nn(C)c32)C1 (stereo not given) | ? |
| CC1=C2C(=O)CC(c3cccc(Cl)c3)CC2=Nc2ccccc2N1 (stereo not given) | 13.9% |
| COc1cc(NC(=O)C(=O)NC(C)CCc2ccccc2)ccc1N1CCCCS1(=O)=O (stereo not given) | 3.4% |
| O=c1[nH]c(N2CCOCC2)nc2nccc(-c3cccnc3)c12 | ? |
| COc1ccc(-c2nc(SCC(=O)Nc3ccc4c(c3)OCCO4)c(-c3ccccc3)[nH]2)cc1 | 18.9% |
| COc1ccccc1CNC(=O)C(C)n1c(=O)cc(C(F)(F)F)c2c(C)nn(C)c21 (stereo not given) | -24.9% |
| O=C(O)CCNS(=O)(=O)/C=C/c1ccccc1 | 5.3% |
| CCOCCCNC(=O)C1CCN(c2nn3cc(-c4ccc(F)cc4)nc3s2)CC1 | 13.4% |
| Cc1c(C)n(CCCN(C)C)c2ncn3nc(COc4cccc5ccccc45)nc3c12 | 133.1%[activator] |
| COc1ccccc1CCC(=O)NC1CCc2nnc(C)n2CC1 (stereo not given) | -20.4% |
| COCCCNc1oc(/C=C/c2ccc(OC)c(OC)c2)nc1C#N | i |
| Cc1cc(C)cc(OCC(=O)N2CCC(c3nc4ccccc4s3)CC2)c1 | -12.5% |
| O=C(N/N=C/c1cccnc1)c1cc(-c2ccc(Br)cc2)nc2ccccc12 | ? |
| O/N=C/c1cn(Cc2ccccc2)c2ccccc12 | 6.8% |
| O=C1Nc2ccccc2CC12CCN(Cc1ccc(F)cc1)C2 (stereo not given) | 8.8%[86.2 µM] |
| Cc1ccc(NC(=O)CCC2CCCCC2)cc1 | 15.0% |
| O=C(COC(=O)CC12CC3CC(CC(C3)C1)C2)Nc1ccc(F)c([N+](=O)[O-])c1 | 8.4% |
| CC(Sc1nnc(-c2cccs2)n1C1CC1)C(=O)N1CCc2ccccc2C1 (stereo not given) | 4.1% |
| CSc1cccc(NC(=O)N[C@H]2CCN3C(=O)[C@H](CC4CCCCC4)NC(=O)[C@@H]3C2)c1 | -13.0% |
| COc1ccc(CCn2c(SCCC(C)C)nc3c2c(=O)n(C)c(=O)n3C)cc1 | -0.5% |
| COCCN1C(=O)[C@@H]2C[C@@H](CN2Cc2ccccc2Cl)Oc2ccccc21 | -12.5%[86.2 µM] |
| CCOc1ccccc1NC(=O)CSc1nccn1-c1cccc(C(F)(F)F)c1 | 6.4% |
